Compound activity from PubChem.
MBNL1 CUG block – blocks human MBNL1 binding to CUG repeat RNA | Q9NR56 | TR-FRET MBNL1-His/biotin-(CUG)12 binding, 665/545 ratio | Potency, µM (doses to about 57.5 µM), inactives show at the top dose activity change, negative = inhibition, most hits filed as inhibitors | actives 0.036% (n = 280,000) | AID 2675; active = well fitted inhibition curve with a large enough effect in the signal ratio, with a control signal flat, not every such curve was filed as active; inconclusive = small, poorly fitted or top-dose-only effect, or effect the other way, or a change in a side signal; inactive = no such curve, though single readings can be large or run the other way; the % refers to the signal ratio; also: potency is read from the fitted curve at half-maximal effect; % is scaled to controls: 0 for no effect and ±100 for the full control effect
Target sequence (Q9NR56 whole entry, looked up): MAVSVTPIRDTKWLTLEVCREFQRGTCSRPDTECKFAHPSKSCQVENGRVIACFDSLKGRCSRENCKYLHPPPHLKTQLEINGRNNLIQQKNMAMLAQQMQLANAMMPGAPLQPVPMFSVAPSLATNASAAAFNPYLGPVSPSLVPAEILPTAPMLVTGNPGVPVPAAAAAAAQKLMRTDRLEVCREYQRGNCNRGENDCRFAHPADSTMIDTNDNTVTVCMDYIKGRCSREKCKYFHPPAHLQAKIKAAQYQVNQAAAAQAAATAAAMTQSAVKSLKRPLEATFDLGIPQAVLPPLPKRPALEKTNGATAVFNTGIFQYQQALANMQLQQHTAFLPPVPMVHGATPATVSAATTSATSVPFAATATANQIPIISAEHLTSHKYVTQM
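Compound titration spanned 92 nM–58 uM against the MBNL1-His/biotin-(CUG)12 complex. After 60 min at room temperature with 5 nM streptavidin-XL665 and 0.055 ng/ul terbium anti-His, ratiometric 665/545 nm emission (Ex 340 nm) normalized to controls.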
Mito fusion act – mitochondrial division inhibition or fusion activation. S. cerevisiae fusion-defective mutant growth rescue, CellTiterGlo 48 h. Potency, µM (doses to about 46.1 µM), for inactives: at the highest dose growth rescue (activation), actives largely listed as activators. actives 0.23% (n = 320,000). AID 485298;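 also: potency is read from the fitted curve at half-maximal effect; % of control where 0% means no effect; nearly all actives have a fitted effect of over 45% in size; temperature-sensitive fusion mutants such as fzo1-1 at 37 °C on non-fermentable ethanol glycerol medium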
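Temperature-sensitive fusion-defective S. cerevisiae (e.g. fzo1-1, mgm1-5) were grown with compound in YPEG medium (3% ethanol, 3% glycerol) for 48 hours at 37C. Growth rescue was measured as viability by CellTiterGlo luminescence after 10 minutes at ambient.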
USP2a inh – inhibitors of human ubiquitin-specific protease USP2a; O75604; USP2 core, Ub-CHOP2 coupled fluorogenic reporter, 485/531; Potency, µM (doses to about 38.3 µM), for the others: top-dose activity change, negative = inhibition, hits mostly inhibitors; actives 0.01% (n = 330,000); AID 463254;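 also: potency is read from the fitted curve at half-maximal effect; plate controls were DMSO wells for no effect and full inhibition by NEM control for full effect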
Target sequence (O75604 whole entry, looked up): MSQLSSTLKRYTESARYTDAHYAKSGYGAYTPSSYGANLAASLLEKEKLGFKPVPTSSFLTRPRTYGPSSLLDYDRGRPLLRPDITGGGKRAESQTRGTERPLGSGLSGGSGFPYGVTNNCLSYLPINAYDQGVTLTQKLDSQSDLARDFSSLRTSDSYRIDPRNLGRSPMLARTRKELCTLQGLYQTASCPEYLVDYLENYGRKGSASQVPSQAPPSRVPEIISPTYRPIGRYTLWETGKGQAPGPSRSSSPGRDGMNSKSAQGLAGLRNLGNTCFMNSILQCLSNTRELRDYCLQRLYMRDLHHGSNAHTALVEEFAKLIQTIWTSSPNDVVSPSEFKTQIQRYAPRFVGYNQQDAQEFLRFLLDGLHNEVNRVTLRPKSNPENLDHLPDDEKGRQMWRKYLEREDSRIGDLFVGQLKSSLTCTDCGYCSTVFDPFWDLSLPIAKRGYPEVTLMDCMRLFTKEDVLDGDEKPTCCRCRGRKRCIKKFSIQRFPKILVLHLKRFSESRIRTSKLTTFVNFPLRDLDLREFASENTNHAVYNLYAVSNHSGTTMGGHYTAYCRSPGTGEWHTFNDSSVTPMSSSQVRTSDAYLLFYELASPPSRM
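USP2 core (10nM final) preincubated 30min RT with compound in 20mM Tris-HCl pH 8.0, 2mM CaCl2, 2mM beta-mercaptoethanol, 0.05% CHAPS; 25nM Ub-CHOP2 plus 25nM reporter substrate added, fluorescence (Ex485/Em531) read after 60min.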
Eya2 phos inh – blocks the phosphatase activity of human Eya2 | AID 488837 | Potency, µM (titrated, usually from 76.9 µM), for inactives: at the top dose activity, negative = inhibition, usual class: inhibitors | actives 0.006% (n = 330,000) | recombinant Eya2, OMFP fluorescence dephosphorylation (OMFP is methylfluorescein phosphate) | O00167; also: potency is read from the fitted curve at half-maximal effect; % is scaled to controls: 0 for no effect and ±100 for the full control effect
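Eya2 protein (added as 0.2 uM solution) was preincubated with compound for 10 min at ambient temperature in 50 mM HEPES pH 7.5, 50 mM NaCl, 5 uM MgCl2, 0.05% BSA, 1 mM DTT. OMFP (added at 50 uM) then reacted 10 min; fluorescence read at 485/525 nm.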
KCNH2 WT inh – KCNH2 (human, wildtype) channel inhibition; actives 0.37% (n = 340,000); Q12809; U2OS, BacMam KCNH2, thallium flux FluxOr; stronger effect = lower value; activity change, % at 1.84 µM;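 active = maximum activity change below -70%; inconclusive = maximum activity change between -70% and -50%; inactive = maximum activity change above -50%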; also: % is scaled to controls: 0 for no effect and ±100 for the full control effect
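U2OS cells transduced with wild-type KCNH2 virus are loaded with FluxOr dye for 45 min, and thallium flux is measured in kinetic reads before and after stimulation buffer. Rate constants are normalized to DMSO controls.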
Chronic BCR inh – blocks chronic active B-cell receptor signaling. ABC-DLBCL IkBa-CBG/CBR reporter, luminescence ratio, 4 h. Potency, µM (highest dose often 46.1 µM), for inactives: at the top dose ratio change, negative = lower green/red ratio, hits mostly inhibitors. actives 0.05% (n = 340,000). AID 493014; active = well fitted inhibition curve with a large enough effect in the signal ratio, with a control signal flat, not every such curve was filed as active; inconclusive = small, poorly fitted or top-dose-only effect, or effect the other way, or a change in a side signal; the % refers to the signal ratio;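 also: potency is read from the fitted curve at half-maximal effect; plate controls were basal doxycycline-induced cells for no effect and cells given 10 µM MG132 for full effect; MG132 reads +100%, hits lower the ratio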
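Cell line TMD8 (human ABC DLBCL), stably expressing tet-inducible CBG68-IkBa fusion and CBR; IMDM/0.5% FBS; cpd up to 46 uM; dox induction, 4 h, 37C/5% CO2; dual luminescence; green/red ratio; MG132 control.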
TSHR antagonist – blocks TSH signaling through the human TSH receptor; P16473; TSHR-expressing cells, TSH-stimulated cAMP HTRF, 2 h; stronger effect = lower value; activity change, negative = inhibition, % at 11.5 µM; actives 0.2% (n = 330,000);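 active = activity change below a set negative limit, meaning inhibition stronger than a set level, cut at about -70% in these data; inconclusive = activity change between two set negative limits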; also: % is scaled to controls: 0 for no effect and ±100 for the full control effect
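Inhibition of cAMP made by TSHR-expressing cells under TSH stimulation (4nM final, EC80; 2 h, 37 deg C) is quantified with a one-step lysis HTRF kit, anti-cAMP cryptate versus cAMP-d2.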
GALK inh – blocks human galactokinase activity; Purified GALK, Kinase-Glo residual ATP luminescence; Potency, µM (doses to about 57.5 µM), for inactives: at the highest dose activity change, negative = inhibition, actives largely listed as inhibitors; actives 0.007% (n = 270,000); AID 1868; also: potency is read from the fitted curve at half-maximal effect; % is scaled to controls: 0 for no effect and ±100 for the full control effect
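Quantitative HTS: GALK 5 nM, ATP 35 uM, galactose 100 uM, 1 h room temperature, then luciferase-based ATP detection.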
PKM2 activator – activators of human pyruvate kinase M2 | P14618 | Potency, µM (titrated, usually from 57.5 µM), without a hit: at the highest dose activation, actives largely listed as activators | actives 0.34% (n = 260,000) | purified PKM2, Kinase-Glo ATP luminescence, activation; response scale: 0% is enzyme alone, no compound; also: potency is read from the fitted curve at half-maximal effect; % is scaled to controls: 0 for no effect and ±100 for the full control effect; nearly all actives have a fitted effect of over 55% in size
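hPK-M2, >95% pure; 0.1 mM ADP / 0.5 mM PEP final; imidazole pH7.2 buffer w/ 7 mM MgCl2, 50 mM KCl; 1 h RT; Kinase-Glo lum. Intermediate enzyme activity for dual inhibitor/activator qHTS.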
Menin MLL FP TR – displaces Texas Red mutant MLL peptide from human menin | Menin + Texas Red MLL mutant peptide, fluorescence polarization | actives 0.23% (n = 270,000) | O00255 | AID 1768 | Potency, µM (doses to about 61.6 µM), without a hit: top-dose FP activity change, negative = inhibition, most hits filed as inhibitors; active = well fitted inhibition curve with a large enough effect in the polarisation, with a control signal flat, not every such curve was filed as active; inconclusive = small, poorly fitted or top-dose-only effect, or effect the other way, or a change in a side signal; inactive = no such curve, though single readings can be large or run the other way; the % refers to the polarisation; also: potency is read from the fitted curve at half-maximal effect; % of control where 0% means no effect; many of its hits are not listed in these tables
S-ASM inh – human S-ASM enzyme inhibition; P17405; placental ASM, HMU-PC fluorogenic substrate, 60 min; Potency, µM (series often up to 57.5 µM), inactives show top-dose activity change, negative = inhibition, most hits filed as inhibitors; actives 0.006% (n = 340,000); also: potency is read from the fitted curve at half-maximal effect
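Fluorescence read-out (Ex 386 nm, Em 447 nm) after stopping the reaction at pH 10. Enzyme: ASM from human placenta; substrate HMU-PC0, 9 uM final; 60 min, 37 °C. Compound preincubation 10 min, ambient temperature.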
An asterisk follows results filed as active; ? = inconclusive; nt = no result given; [ ] = remark or other dose. Unless noted, calls follow the shape of the dose curve; as a rule, active = well fitted curve in the direction sought with a large enough effect; inconclusive = small, poorly fitted or top-dose-only effect, or another doubt; inactive = no such curve, though single readings can be large; an effect the other way counts as inactive or inconclusive. A portion of the library (hit frequency here may not be typical).

SMILES	MBNL1 CUG block	Mito fusion act	USP2a inh	Eya2 phos inh	KCNH2 WT inh	Chronic BCR inh	TSHR antagonist	GALK inh	PKM2 activator	Menin MLL FP TR	S-ASM inh
CN(c1ccc(OCC(=O)OCC(=O)Nc2ccc(F)cc2)cc1)S(=O)(=O)c1ccc(Cl)cc1	1%	0%	0%	7%	13	-13%	-4	-1%	3%	?	0%
CCCCSCCCNC(=O)CS(=O)Cc1nc(-c2cccc(C)c2)oc1C (stereo not drawn)	-3%	-1%	-1%	-31%	-3	?	2	-2%	-4%	?	-3%
CC(C)Oc1ccc(C(=O)OCC(=O)NC2CCCCCC2)cc1	nt	6%	-3%	-2%	-15	-3%	-18	nt	nt	nt	0%
COc1ccc(CNC(=O)CSc2nnc(Cn3nnc4ccccc43)n2C)cc1	2%	-3%	-1%	12%	4	?	3	-3%	-1%	-24%	-2%
O=C1NN(c2ccccc2)C(=O)/C1=C/c1cccs1	nt	1%	2%	1%	nt	-2%	7	-1%	-2%	8%	nt
O=C(Nc1ccc2c(c1)OCCO2)c1cc2ccccc2o1	-10%	14%	2%	-18%	-3	?	-5	6%	2%	41%[activator]	0%
CCCCn1c(N)c(N(CCOC)C(=O)c2ccc(OCc3c(C)noc3C)cc2)c(=O)[nH]c1=O	nt	-9%	3%	-11%	-25	-2%	4	nt	nt	nt	4%
CCN(CC)S(=O)(=O)c1ccc(NC(=O)c2cnc(C)cn2)cc1	-2%	1%	1%	2%	-7	0%	-1	-3%	1%	-1%	-2%
Cc1ccccc1-n1c(Cn2c(=O)sc3ccccc32)nnc1SCC(=O)NCC1CCCO1 (stereo not drawn)	?	1%	2%	8%	-2	8%	0	2%	0%	-3%	-7%
O=C(CC1Oc2ccccc2NC1=O)NC1CC1 (stereo not drawn)	-8%	0%	3%	-16%	nt	2%	0	2%	-17%	1%	nt
CC(Oc1ccccc1)C(=O)Nc1cccc(F)c1 (stereo not drawn)	5%	3%	4%	17%	-2	8%	-13	0%	1%	37%[activator]	0%
CC(=O)NC(=S)Nc1cccc([N+](=O)[O-])c1	?	-3%	-1%	7%	13	-4%	-6	0%	-1%	5%	2%
CCOC(=O)c1cn2nc(Oc3ccc(C(=O)OC)cc3)ccc2n1	-12%	-3%	0%	-14%	-1	-3%	14	7%	-16%	nt	1%
O=C(c1ccccc1)N1N=C(c2ccccc2)CC1c1ccccc1O (stereo not drawn)	-6%	-1%	-13%	?	-16	?	5	8%	0%	-27%	-13%
CCN1C/C(=C\c2cccc(C)c2)c2nc3ccccc3c(C(=O)O)c2C1	17%	1%	-1%	-2%	nt	8%	8	2%	14%	-35%	nt
O=C(NCCc1ccc(C(F)(F)F)cc1)c1ccc(Cl)nc1	0%	-1%	3%	1%	8	3%	1	-2%	nt	25%	4%
Nc1nonc1-n1nnc(C(=O)c2ccccc2)c1-c1ccccc1	-5%	-1%	1%	-8%	-2	16%	-3	1%	-5%	3%	1%
CCOC(=O)c1c(C)[nH]c(C(=O)COC(=O)Cn2cc(C(F)(F)F)ccc2=O)c1C	nt	-2%	1%	-3%	-8	5%	4	nt	nt	nt	0%
CC1(C)NC(C)(C)c2nonc2/C1=N\O	8%	-3%	-1%	5%	1	3%	8	5%	0%	6%	5%
CN1CCN(c2ccc(-c3cccc(NC(=O)COc4ccccc4)c3)nn2)CC1	nt	-2%	1%	18%	-35	?	1	nt	nt	nt	-5%
CC(=O)Nc1ccc(C2NC(=S)N(c3ccccc3C(F)(F)F)C(C)=C2C(=O)N2CCOCC2)cc1 (stereo not drawn)	0%	-5%	5%	-4%	-10	0%	-2	-1%	0%	4%	0%
CCOC(=O)c1nnn2c1nc(N(CC)CC)c1ccccc12	-12%	4%	1%	8%	3	0%	12	nt	-14%	nt	-1%
O=C(N/N=C/C(Br)=C/c1ccccc1)C(O)c1ccccc1 (stereo not drawn)	?	-14%	-1%	-3%	0	-23%	0	0%	6%	nt	-3%
Cc1cc(/C=N/NC(=O)c2nn(C)cc2Cl)c(C)n1-c1cccc(Br)c1	13%	-1%	2%	5%	-15	?	-3	nt	1%	-18%	3%
O=C(CNCC1CCCO1)Nc1ccccc1N1CCCCCC1 (stereo not drawn)	4%	-3%	3%	-11%	-7	-1%	-5	nt	7%	?	-1%
CC12CCC(=O)N1C(C(=O)NNC(=O)COc1ccccc1F)CS2 (stereo not drawn)	nt	4%	-3%	2%	-2	7%	-8	nt	nt	nt	4%
Cc1ccc(-n2c(C)cc(C(=O)COC(=O)C3=NNC(=O)CC3)c2C)cc1	3%	11%	1%	-23%	3	5%	5	1%	1%	?	0%
O=C1NC2=C(C(=O)CCC2)C(c2ccccc2Cl)N1 (stereo not drawn)	-5%	-3%	4%	2%	0	1%	3	2%	nt	-9%	14%
CCc1nnc(N/N=C/c2c(C)[nH]c3ccccc23)n1N	13%	6%	5%	-2%	3	-10%	-12	-1%	-3%	10%	1%
COc1ccc(Cn2nnnc2CN2CCOCC2)cc1	4%	-5%	2%	2%	24	-1%	4	-3%	-4%	0%	1%
N#C/C(=C(/O)COC(=O)CCCNC(=O)c1ccc(Cl)cc1)c1nc2ccccc2[nH]1	-7%	-3%	2%	-7%	1	-1%	-15	2%	0%	8%	4%
CCCc1ccc(OCC(=O)Nc2cc(S(=O)(=O)CC)ccc2O)cc1	-13%	5%	2%	4%	4	-3%	-25	2%	-2%	?	?
COc1cccc(NC(=O)C2C(c3ccccc3)C2(Cl)Cl)c1 (stereo not drawn)	3%	2%	-2%	3%	-3	-12%	-15	3%	2%	?	1%
Cc1ccc(C(C)(C)C)cc1S(=O)(=O)Nc1ncnc2sccc12	nt	1%	2%	14%	-4	9%	-2	nt	nt	nt	-1%
COc1ccc(CN(C)C(=O)CNC(=O)Cc2cccc3ccccc23)c(OC)c1OC	5%	1%	2%	1%	7	4%	9	-3%	6%	nt	-1%
Cc1ncc([N+](=O)[O-])n1CCOC(=O)Nc1ccc([N+](=O)[O-])cc1	?	-2%	2%	3%	1	?	19	0%	-15%	20%	-2%
Cc1cccc(N2C(=O)c3cccc4cccc(c34)C2=O)c1	?	4%	0%	4%	4	-13%	-9	-5%	-6%	-7%	0%
C=C(C)C1CC=C(C)/C(=N/NC(=O)c2cccc([N+](=O)[O-])c2)C1 (stereo not drawn)	?	1%	1%	-5%	1	-1%	11	2%	-17%	-20%	-2%

Gathered by group, those above with two or more sulfur atoms.
SMILES	MBNL1 CUG block	Mito fusion act	USP2a inh	Eya2 phos inh	KCNH2 WT inh	Chronic BCR inh	TSHR antagonist	GALK inh	PKM2 activator	Menin MLL FP TR	S-ASM inh
CCCCSCCCNC(=O)CS(=O)Cc1nc(-c2cccc(C)c2)oc1C (stereo not drawn)	-3%	-1%	-1%	-31%	-3	?	2	-2%	-4%	?	-3%
Cc1ccccc1-n1c(Cn2c(=O)sc3ccccc32)nnc1SCC(=O)NCC1CCCO1 (stereo not drawn)	?	1%	2%	8%	-2	8%	0	2%	0%	-3%	-7%
Cc1ccc(C(C)(C)C)cc1S(=O)(=O)Nc1ncnc2sccc12	nt	1%	2%	14%	-4	9%	-2	nt	nt	nt	-1%
